ULK1 primary – ULK1 kinase inhibitors, primary screen, biochemical, AlphaScreen; AID 1259251, 2017; AlphaScreen Atg13 phosphorylation by ULK1, luminescence; 30,000 tested, 1.9% active; inhibition, % at 5.96 µM; in the data active means inhibition above about 43%;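 further: 0% = median of compound wells and 100% = no enzyme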
Target sequence (O75385 whole entry, looked up): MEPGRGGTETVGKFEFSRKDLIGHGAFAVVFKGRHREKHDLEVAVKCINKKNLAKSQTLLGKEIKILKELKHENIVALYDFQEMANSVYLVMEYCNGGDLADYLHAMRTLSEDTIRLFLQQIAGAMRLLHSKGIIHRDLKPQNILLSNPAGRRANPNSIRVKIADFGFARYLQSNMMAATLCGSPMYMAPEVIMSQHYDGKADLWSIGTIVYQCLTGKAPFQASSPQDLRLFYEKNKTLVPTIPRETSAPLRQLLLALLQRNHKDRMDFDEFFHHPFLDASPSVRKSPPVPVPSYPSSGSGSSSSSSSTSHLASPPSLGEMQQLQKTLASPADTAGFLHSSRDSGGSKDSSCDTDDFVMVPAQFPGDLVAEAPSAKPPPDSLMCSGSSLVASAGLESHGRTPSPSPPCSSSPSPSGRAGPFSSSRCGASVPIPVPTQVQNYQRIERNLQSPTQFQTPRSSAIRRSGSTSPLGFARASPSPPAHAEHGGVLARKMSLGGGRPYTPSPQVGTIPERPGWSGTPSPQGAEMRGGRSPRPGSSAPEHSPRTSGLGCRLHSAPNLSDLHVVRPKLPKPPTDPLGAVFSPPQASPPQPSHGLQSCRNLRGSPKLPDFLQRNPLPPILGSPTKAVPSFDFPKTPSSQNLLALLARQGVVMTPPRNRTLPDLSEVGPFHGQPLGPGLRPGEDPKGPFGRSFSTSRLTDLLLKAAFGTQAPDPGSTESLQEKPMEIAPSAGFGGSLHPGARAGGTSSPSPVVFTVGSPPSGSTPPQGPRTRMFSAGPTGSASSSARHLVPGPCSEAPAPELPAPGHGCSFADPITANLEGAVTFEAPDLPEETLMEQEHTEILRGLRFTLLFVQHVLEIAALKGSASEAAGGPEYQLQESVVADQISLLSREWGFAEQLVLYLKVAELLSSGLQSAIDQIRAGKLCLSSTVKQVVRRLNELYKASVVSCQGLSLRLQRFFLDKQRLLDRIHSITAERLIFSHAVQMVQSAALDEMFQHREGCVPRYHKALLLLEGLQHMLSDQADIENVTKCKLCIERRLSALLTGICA
ASK1 primary – ASK1 kinase inhibitors, primary screen, biochemical, AlphaScreen | Mitogen-activated protein kinase kinase kinase 5 (Homo sapiens), Q99683 | AlphaScreen MKK6 phosphorylation by ASK1, luminescence | inhibition, % at 7.44 µM | 22,000 tested, 0.99% active; in the data active means inhibition above about 35%;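 further: 0% = median of compound wells and 100% = no enzyme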
Starred values were filed as active, the others as inactive; x = no result given; & = joins results of further samples. Compounds were not picked by outcome, and some 2.2% of all compounds hit somewhere here.

SMILES | ULK1 primary | ASK1 primary
Cn1ccc2cc(-c3ccc(C(=O)NCc4cccnc4)s3)ccc21 | 27 | 12
COc1cc(Nc2cc(Nc3ccccc3)ncn2)cc(OC)c1OC | -2&-1 | 8&4
COc1ccc(CCNc2nc(Nc3ccccn3)nc3c2ncn3C(C)C)cc1 | -3 | 6
Oc1ccc(CCNc2nc(N3CCC(N4CCOCC4)CC3)nc3c2ncn3-c2ccsc2)cc1 | 30 | 7
COc1ccc(CCNC(=O)Cc2cn(-c3ccc(Nc4ccncn4)nn3)c3ccccc23)cc1 | 6 | 20
Cc1nc(C)n(-c2ccc(Nc3cc(-c4nn(-c5ccc(N(C)C)cc5)cc4-c4ccccc4)ccn3)cc2)n1 | -24 | 28
c1ccc(Oc2ccc(Nc3nc(Nc4ccncc4)nc4c3ncn4-c3ccsc3)cc2)cc1 | 3 | 5
O=c1cc(CO)occ1O | 9 | x
FC(F)(F)c1ccc(Cn2cnc3c(NC4CCN(Cc5ccccc5)CC4)nc(-c4ccc(N5CCOCC5)nc4)nc32)cc1 | -29 | 14
CC(C)n1c(-c2csc3ccccc23)nc2c(NCCO)ncnc21 | 3 | -8
NCCn1ncc2c(N3CCN(c4ncccn4)CC3)ncnc21 | 3 | x
CC(=O)c1ccc(Nc2nccc(-c3cccc(NS(C)(=O)=O)c3)n2)cc1 | 17 | 20
CCCNc1ncnc2nc(Nc3cc(OC)c(OC)c(OC)c3)[nH]c12 | 18 | 7
CCN(CC)c1nc(Nc2ccc(NC(C)=O)cc2)nc(N2CCc3ccccc3C2)n1 | -22 | 6
CCCNc1nc(NC2CCN(Cc3ccccc3)CC2)nc2nc[nH]c12 | -11 | 18
Cc1cc(N2CCCC2)nc(Nc2ccc(NC(=O)CC(C)C)cc2)n1 | -2 | x
Cc1cc(NCCN2CCOCC2)nc(-c2c(C)noc2C)n1 | -9 | -2
O=C1CCCN1CCn1cnc2c(Nc3ccccc3)nc(N3CCCC3CO)nc21 (centres undefined) | 2 | 6
COc1ccc(C(=O)c2oc3ccc(NC(=O)C(C)(C)C)cc3c2C)cc1 | -5 | x
NC1=NCC2c3ccccc3Cc3ccccc3N12 (centres undefined) | 12 | x
O=C(O)C1CSCN1 (centres undefined) | 7 | x
C[Si](C)(C)c1cn(-c2ccc(Nc3nccc(-c4ccc(S(C)(=O)=O)cc4)n3)cc2Cl)nn1 | 5 | -18
Cc1nc(NCCN(C)C)cc(-c2cncc(-c3cccs3)c2)n1 | 1 | x
CN(C)c1cccc(Nc2nc(NCc3cccc(C(F)(F)F)c3)c3[nH]cnc3n2)c1 | 6 | 28
CCN(CC)c1nc(NCCCN2CCCC2=O)nc(NCCc2ccc(OC)cc2)n1 | -22 | -10
O=C(Cn1nnc(-c2ccc(Cl)cc2)n1)NC1CCCCCC1 | -10 | x
COc1ccc(/C=C(\C#N)C(=O)Nc2cc([N+](=O)[O-])ccc2F)cc1 | -5 | x
Cc1cnc(-c2ccccc2)nc1NC1CCN(Cc2ccccc2)CC1 | -1 | -1
Fc1ccc(-c2c(-c3ccnc(Nc4ccc(N5CCOCC5)cc4)c3)noc2N2CCOCC2)cc1 | 2 | 3
CC(=O)N(C(C)=O)c1c(C)ccc2c1C(=O)c1ccccc1C2=O | 9 | x
CCOc1ccc(-c2cc(=O)c3cc(NC(=O)c4ccccc4Br)ccc3o2)cc1 | 8 | x
Cc1noc(C)c1-c1nc(NCc2cccnc2)c2ncn(Cc3ccc(C(F)(F)F)cc3)c2n1 | -46 | -48
CCCNc1nc(-c2ccc(N3CCN(C)CC3)cc2)nc2c1ncn2Cc1ccc(C(F)(F)F)cc1 | -47 | 15
c1cncc(CNc2nc(Nc3ccncn3)nc3c2ncn3-c2ccsc2)c1 | 35 | 12
O=C(NCCc1ccc(O)cc1)c1ccnc(Nc2cnccn2)c1 | -16 | -6
Cc1cc(NCCN2CCOCC2)nc(NC2CCN(Cc3ccccc3)CC2)n1 | 0 | -9
CCCCCC1=NN(C(=O)C2CC2)C(O)(C(F)(F)F)C1 (centres undefined) | -1 | x
CCCNC(=O)c1ccc2nc(-c3ccc(C(=O)N4CCN(C)CC4)cc3)sc2c1 | -13 | 1
O=C(N[C@H]1CCN(C(=O)c2ccc3[nH]ncc3c2)C1)c1ccc(Br)cc1 | 2 | 1
CCOc1ccc(NC(=O)Cn2cc(OC)c(=O)cc2CN2CCC(C)CC2)cc1 | -2 | x
COc1ccc(C(=O)c2oc3ccc(NC(=O)c4ccccc4)cc3c2C)cc1OC | -1 | x
c1cc(N2CCOCC2)ccc1Nc1nc(Nc2ccc(N3CCOCC3)cc2)c2ncn(C3CCCCC3)c2n1 | 53* | -12
CN[C@@H]1[C@@H](O)[C@@H](O[C@@H]2[C@@H](O)[C@H](O[C@H]3O[C@H](CN)[C@@H](O)[C@H](O)[C@H]3O)[C@@H](N)C[C@H]2NC(=O)C(O)CN)OC[C@]1(C)O (some centres undefined) | 0 | x
CCOC(=O)C1=NN(C(=O)Cc2ccccc2)C(O)(C(C)(C)C)C1 (centres undefined) | 6 | x
Cn1c(=O)[nH]c(N2CCOCC2)c(Cc2cccc(Cl)c2)c1=O | 9 | x
COc1nc(NCCCN2CCCC2=O)nc(-c2ccc(C(N)=O)cc2)n1 | 2 | -6
CCCNc1cc(Nc2ccncn2)ncn1 | 7 | -13
CCCNc1nc(N2CCc3ccccc3C2)nc2nc[nH]c12 | 10 | 7

Molecules shown so far with an NH in an aromatic ring:
SMILES | ULK1 primary | ASK1 primary
CCCNc1ncnc2nc(Nc3cc(OC)c(OC)c(OC)c3)[nH]c12 | 18 | 7
CCCNc1nc(NC2CCN(Cc3ccccc3)CC2)nc2nc[nH]c12 | -11 | 18
CN(C)c1cccc(Nc2nc(NCc3cccc(C(F)(F)F)c3)c3[nH]cnc3n2)c1 | 6 | 28
O=C(N[C@H]1CCN(C(=O)c2ccc3[nH]ncc3c2)C1)c1ccc(Br)cc1 | 2 | 1
Cn1c(=O)[nH]c(N2CCOCC2)c(Cc2cccc(Cl)c2)c1=O | 9 | x
CCCNc1nc(N2CCc3ccccc3C2)nc2nc[nH]c12 | 10 | 7

Carrying on.
SMILES | ULK1 primary | ASK1 primary
NC(=O)c1ccc(-c2nc(C(=O)NCc3cccc(C(F)(F)F)c3)cs2)cc1 | -8 | 3
COc1cccc(CN(CCN(C)C)C(=O)c2nc3ccc(-c4cn[nH]c4)cc3s2)c1 | -13 | 15
COc1ccc(CCNc2nc(-c3ccc(N4CCN(C)CC4)cc3)nc3c2ncn3CCN2CCCC2=O)cc1 | 17 | 9
CC(C)N(CCNc1cc(Nc2cccc(N(C)C)c2)nc(N)n1)C(C)C | 18 | 15
c1ccc(CNc2ncnc3nc(Nc4ccc(-n5ccnc5)cc4)[nH]c23)cc1 | 1 | 10
CC(C)n1c(N2CCCC2CO)nc2c(NCc3ccccc3)ncnc21 (centres undefined) | 21 | 13
COc1ccc(CC(=O)Nc2cc(Nc3ccccc3-c3ncccn3)c(C(F)(F)F)cn2)cc1 | 5 | 11
CCN(CC)c1nc(NCc2cccnc2)nc(Nc2nccc3ccccc23)n1 | 8 | -7
O=C(NC1CCC(Nc2ccc3[nH]ncc3c2)CC1)C(O)c1ccc(F)cc1F (centres undefined) | -7 | -5
O=C(NCc1cccnc1)c1ccc(-c2ccccc2)s1 | 2 | 6
CN1CCN(C(=O)c2ccc(-c3nc4ccc(C(=O)Nc5ccccc5)cc4s3)cc2)CC1 | -1 | 11
Nc1cccc(-c2nc(Nc3ccccc3)c3ncn(C4CCCCC4)c3n2)c1 | 2 | 11

Looked up by compound from the entries so far:
SMILES | ULK1 primary | ASK1 primary
CC(C)n1c(N2CCCC2CO)nc2c(NCc3ccccc3)ncnc21 (centres undefined) | 21 | 13
COc1ccc(CC(=O)Nc2cc(Nc3ccccc3-c3ncccn3)c(C(F)(F)F)cn2)cc1 | 5 | 11
Nc1cccc(-c2nc(Nc3ccccc3)c3ncn(C4CCCCC4)c3n2)c1 | 2 | 11
CCN(CC)c1nc(NCc2cccnc2)nc(Nc2nccc3ccccc23)n1 | 8 | -7

Remaining list, next part:
SMILES | ULK1 primary | ASK1 primary
CN(C)CCOc1cc(-c2ccnc(N)n2)c(F)cc1NC(=O)C1COc2ccc(F)cc2C1 (centres undefined) | 6 | 11
COc1ccc2c(c1)CC(c1nc3ccc(-c4ccnc(N)n4)cc3c(=O)[nH]1)CO2 (centres undefined) | 0 | -47
CCN[C@@H]1C[C@H](N)[C@@H](O[C@H]2OC(CN)=CC[C@H]2N)[C@H](O)[C@H]1OC1OC[C@](C)(O)[C@H](NC)[C@H]1O (some centres undefined) | -2 | x
c1ccc(Nc2nc(Nc3cnccn3)nc3c2ncn3-c2ccsc2)cc1 | -5 | -4
Nc1c(-c2ccccc2)nnc(-c2ccccc2)c1N | 6 | x
CC(C)n1c(N2CCC(N3CCOCC3)CC2)nc2c(NCCCN3CCCC3=O)ncnc21 | -2 | -9
COc1cccc2c(NC(=O)c3ccncc3)c(C(=O)c3ccc(Cl)cc3)oc12 | -9 | x
COc1cc(OC)cc(Oc2ncc(-c3ccc(F)cc3)cn2)c1 | -6 | x
O=C(NCc1cccc(C(F)(F)F)c1)c1cccc(NCCN2CCOCC2)n1 | 3 | -14
C=CC1=C(C(=O)O)N2C(=O)[C@@H](NC(=O)/C(=N/OCC(=O)O)c3csc(N)n3)[C@H]2SC1 | 5 | x
O=C1CCCN1CCCNc1nc(N2CCN(Cc3ccc4c(c3)OCO4)CC2)nc2c1ncn2C1CCCCC1 | -6 | 13
NC(=O)c1ccc(-c2nc(NC3CC3)c3ncn(-c4ccsc4)c3n2)cc1 | 2 | 10
[O-][n+]1ccccc1SSc1cccc[n+]1[O-] | 0 | x
Cc1ccc(-c2ncn(-c3ccc(Nc4ncc5ccc(-c6cnn(C)c6)nc5n4)cc3)n2)cn1 | 6 | 11
CC(=O)Nc1ccc(Nc2nc(NCc3cccnc3)nc3c2ncn3Cc2ccc(C(F)(F)F)cc2)cc1 | -31 | -5
O=C(NC1CCN(Cc2ccccc2)CC1)C1CCN(c2ccc(Nc3ccc4ncccc4c3)nn2)CC1 | 12 | -6
O=C(NC1CCN(Cc2ccccc2)CC1)c1ccc2nc(N3CCC(N4CCOCC4)CC3)sc2c1 | -26 | 0
CC(=O)Oc1cccc(C(=O)O)c1OC(C)=O | 3 | x
FC(F)(F)c1ccc(Cn2cnc3c(NCc4nc5ccccc5[nH]4)nc(Cl)nc32)cc1 | 6 | 0
O=c1[nH]cccc1-c1ccc(Nc2nccc(-c3ccc4nc(C5CC5)[nH]c(=O)c4c3)n2)cc1 | 70* | 43*
O=C(NCc1ccccc1)c1cc(NCCCN2CCCC2=O)nc2ccccc12 | -14 | -7
c1cc(-n2cnc3c(NC4CC4)nc(N4CCC(N5CCOCC5)CC4)nc32)cs1 | 7 | -3
Oc1ccc(CCNc2cc(Nc3ccc(N4CCOCC4)cc3)ncn2)cc1 | -1 | 19
O=C1CCCN1CCCNc1nc(-c2ccccc2)nc2c1ncn2CCN1CCCC1=O | 0 | -7
O=C1CCCN1CCCNc1nc(-c2csc3ccccc23)nc2c1ncn2CCN1CCCC1=O | 6 | 4
O=C(N/N=C/c1cccc(F)c1)c1c(O)c2cc(F)ccc2[nH]c1=O | 2 | x
c1cncc(CNc2ccnc(-c3csc4ccccc34)n2)c1 | 21 | 8
Cc1cccc(Cn2c(N3CCOCC3)nc3c2c(=O)[nH]c(=O)n3C)c1 | -1 | x
NC(=O)c1ccccc1Nc1cc(NC(=O)Cc2ccc(F)cc2)ncc1Cl | 17 | -8
O=C(NCc1cccc(C(F)(F)F)c1)c1ccnc(N2CCc3ccccc3C2)c1 | -3 | 1
CC(C)N(CCNc1nc(Nc2ccc(-n3ccnc3)cc2)nc2c1ncn2-c1ccccc1)C(C)C | 1 | -8
CC(C)n1c(-c2ccc(N3CCOCC3)nc2)nc2c(Nc3ccccc3)ncnc21 | -5 | -6
c1nc(NCCN2CCOCC2)cc(NCc2ccc3c(c2)OCO3)n1 | 7 | 2
CCCNC(=O)c1cccc(-c2csc3ccccc23)c1 | -15 | 3
Nc1nc(NCCc2ccc(O)cc2)cc(Nc2ccncc2)n1 | -1 | 2
O=C(Nc1ccccc1)c1cnc(-c2cccs2)s1 | -4 | 2

Rewritten with two lines to a compound: entries from further up.
Values run as follows: ULK1 primary | ASK1 primary
- CC(C)n1c(-c2ccc(N3CCOCC3)nc2)nc2c(Nc3ccccc3)ncnc21
 : -5 | -6
- c1nc(NCCN2CCOCC2)cc(NCc2ccc3c(c2)OCO3)n1
 : 7 | 2
- CCCNC(=O)c1cccc(-c2csc3ccccc23)c1
 : -15 | 3
- Nc1nc(NCCc2ccc(O)cc2)cc(Nc2ccncc2)n1
 : -1 | 2
- O=C(Nc1ccccc1)c1cnc(-c2cccs2)s1
 : -4 | 2

The results go on.
SMILES | ULK1 primary | ASK1 primary
c1cncc(-c2noc(C3CCNCC3)n2)c1 | 0 | x
Cc1cc(NCCN(C(C)C)C(C)C)nc(-c2c(C)nn(C)c2C)n1 | -32 | -31
CCN(CC)C(=O)C1CCCN(c2nc(NCCN(C(C)C)C(C)C)c3ncn(Cc4ccc(C(F)(F)F)cc4)c3n2)C1 (centres undefined) | -15 | -7
Cc1ccccc1OCC(=O)Nc1ccc(-c2cn[nH]c2)cc1 | 15 | -12
O=C(Nc1ccc(N2CCOCC2)cc1)c1cccc(Nc2ccc3ncccc3c2)n1 | 46* | -10
CCN(CC)c1nc(NCc2cccnc2)nc(N2CCN(Cc3ccc4c(c3)OCO4)CC2)n1 | 0 | -8
c1ccc2c(Nc3nc(NCCN4CCOCC4)c4[nH]cnc4n3)nccc2c1 | -2 | 5
COCCN(Cc1cccc(OC)c1)C(=O)c1nc2ccc(-c3ccnc(N)n3)cc2s1 | 4 | -8
Cc1ncn(-c2ccc(Nc3nccc(-c4ccc(N5CCOCC5)cc4)n3)cc2)n1 | 16 | 7
O=C(NCCOc1ccccc1)c1cncc(-c2cccs2)c1 | 0 | -13
Cc1cnc(N2CCC(N3CCOCC3)CC2)nc1NCCOc1ccccc1 | -13 | -11

Compound activity (PubChem)
